Anesthetic bind – binds horse apoferritin like a general anesthetic | P02791 | apoferritin/1-aminoanthracene competitive binding, fluorescence | Potency, µM (titrated, usually from 77.5 µM), for the others: at the top dose activity change, negative = displacement, most hits filed as inhibitors | 350,000 tested, 0.074% active; further: on the % scale 0 is the no-effect control and ±100 the full control effect; nearly all actives have a fitted effect of over 20% in size
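Read-out: endpoint 1-AMA fluorescence, excitation 380 nm and emission 535 nm, after compounds sit 10 min at room temperature with 10 uM horse-spleen apoferritin in 50% saturated 1-AMA/PBS. Values come from four-parameter Hill fits.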
POLB inh – inhibitors of human DNA polymerase beta. P06746. Pol beta primer extension/strand displacement, fluorescence kinetic. Potency, µM (series often up to 114 µM), without a hit: at the highest dose activity change, negative = inhibition, most hits filed as inhibitors. 340,000 tested, 1.3% active; further: on the % scale 0 is the no-effect control and ±100 the full control effect
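Pol beta (10 nM) was preincubated with compound for 15 min at room temperature. The reaction was then started with 50 nM substrate and read immediately and after a further 10 min at room temperature.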
APE1 inh – APE1 (human) endonuclease inhibition | P27695 | recombinant APE1, TAMRA/BHQ-2 abasic DNA cleavage fluorescence | Potency, µM (highest dose often 65.8 µM), for the others: at the top dose activity change, negative = inhibition, hits mostly inhibitors | 350,000 tested, 0.35% active | AID 2517;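 further: plate controls were vehicle for no effect and reference inhibitor for full effect; nearly all actives have a fitted effect of over 55% in size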
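Compound pre-exposure to 0.75 nM APE1, 15 min at ambient temperature. Reaction initiated with 50 nM TAMRA/BHQ-2 THF substrate, read immediately in kinetic mode, 525 nm excitation, 598 nm emission.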
BLM helicase inh – inhibitors of human Bloom syndrome helicase BLM | P54132 | recombinant BLM DNA unwinding, fluorescence dequenching | Potency, µM (highest dose often 56.1 µM), inactives show at the highest dose activity change, negative = inhibition, hits mostly inhibitors | 350,000 tested, 0.2% active | AID 2528;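 further: plate controls were vehicle for no effect and no enzyme for full effect; nearly all actives have a fitted effect of over 35% in size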
Pol kappa inh – blocks human DNA polymerase kappa activity; Q9UBT6; purified Pol kappa, fluorescent DNA synthesis assay, 10 min; Potency, µM (series often up to 107 µM), without a hit: at the highest dose activity, negative = inhibition, most hits filed as inhibitors; 400,000 tested, 0.53% active; AID 588579; further: on the % scale 0 is the no-effect control and ±100 the full control effect
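Enzyme at 10 nM met test compounds for 15 min at room temperature. Substrate addition (50 nM final) began the reaction, which was monitored by fluorescence at 0 and 10 min.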
Pol iota inh – DNA polymerase iota (human) inhibition; Q9UNA4; Pol iota fluorescent replication assay, 10 min; Potency, µM (top dose mostly 115 µM), for inactives: at the highest dose activity, negative = inhibition, usual class: inhibitors; 390,000 tested, 1% active; AID 588590
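Pol iota at 10 nM preincubated 15 min with compounds at room temperature; reaction started with fluorescent substrate, 50 nM final. Fluorescence read kinetically at 0 and 10 min; buffer-only wells as negative control.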
G9a block – G9a (human) methyltransferase inhibition | Q96KQ7 | G9a H3K9 monomethylation, AlphaScreen, 2 h | 350,000 tested, 8.8% active | AID 504332 | Potency, µM (doses to about 102 µM), for the others: at the highest dose activity, negative = inhibition, most hits filed as inhibitors; further: on the % scale 0 is the no-effect control and ±100 the full control effect; nearly all actives have a fitted effect of over 75% in size
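Signal arises when biotinylated H3K9 peptide, once monomethylated, bridges streptavidin donor and antibody-captured acceptor beads. Enzyme at 20 nM was preincubated 15 min with test compounds; peptide 500 nM and SAM 20 uM then reacted for 2 h.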
POLH inh – DNA polymerase eta (human) inhibition; recombinant Pol eta, fluorescent DNA replication assay; Potency, µM (top dose mostly 114 µM), inactives show top-dose activity change, negative = inhibition, actives largely listed as inhibitors; 390,000 tested, 1.2% active; AID 588591; further: on the % scale 0 is the no-effect control and ±100 the full control effect
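Fluorescent replication assay: 50 nM final substrate added after a 15 min room-temperature compound preincubation with 10 nM enzyme. Signal taken at 0 min and again at 10 min.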
BAZ2B block – blocks human BAZ2B. Q9UIF8. AlphaScreen BAZ2B-H3K14Ac peptide displacement. Potency, µM (titrated, usually from 114 µM), inactives show at the highest dose activity change, negative = inhibition, usual class: inhibitors. 360,000 tested, 4.4% active; further: on the % scale 0 is the no-effect control and ±100 the full control effect; nearly all actives have a fitted effect of over 60% in size
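In this displacement format the biotinylated H3(5-23) peptide acetylated at Lys14 serves as ligand at 50 nM, with BAZ2B at 50 nM in PBS pH 7.4 containing 0.01% Tween-20. Donor and acceptor beads are 10 ug/mL final.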
Active calls of the source: *; u = inconclusive; x = not tested or not shown; [ ] = remark or other dose. The call rests on the fitted dose curve; in most records, active means well fitted curve in the direction sought with a large enough effect; inconclusive means small, poorly fitted or top-dose-only effect, or another doubt; inactive means no such curve, though single readings can be large; an effect the other way counts as inactive or inconclusive. Potency means the concentration at half of the fitted maximal effect.

Short keys: A = Anesthetic bind; B = POLB inh; C = APE1 inh; D = BLM helicase inh; E = Pol kappa inh; F = Pol iota inh; G = G9a block; H = POLH inh; I = BAZ2B block
> CCC(=O)N1CCc2cc(Br)cc(S(=O)(=O)N3CCN(c4ccc(C)cc4)C(C)C3)c21 (configuration not stated)
  A = 3%; B = -15%; C = x; D = -1%; E = -15%; F = u; G = 9%[59 µM]; H = -14%; I = 1%

> CCc1ccc(Nc2cc(C)nc3nc(Cc4ccc(Cl)cc4)nn23)cc1
  A = 113%[activator]; B = -6%; C = x; D = -3%; E = -24%; F = -4%; G = 0%[59 µM]; H = -9%; I = -18%

> C/C(=N\Nc1ccc(Cl)c(C(=O)O)c1)c1cccs1
  A = 6%; B = 14µM*; C = u; D = -15%; E = u; F = u; G = x; H = 18µM*; I = -15%

> CC(=O)NCCOc1cccc2cccnc12
  A = -7%; B = -1%; C = -3%; D = 1%; E = -2%; F = 48%[activator]; G = 11%; H = -14%; I = 3%

> CCCCOC(=O)c1ccc(-n2nnc3c(sc4nc(C)cc(C)c43)c2=O)cc1
  A = -2%; B = 33%; C = x; D = 0%; E = 4%; F = 3%; G = -1%[59 µM]; H = -10%; I = -1%

> CCOC(=O)c1ccc(NC(=O)C(C)NS(=O)(=O)c2ccc(OC)cc2)cc1 (configuration not stated)
  A = -8%; B = 13%; C = -8%; D = -2%; E = -15%; F = 0%; G = u; H = -8%; I = 6%

> COc1cc(/C=N/NC(=O)Cc2nnc(N)s2)cc(OC)c1OC
  A = 1%; B = 25%; C = 4%; D = -2%; E = 1%; F = 30%; G = x; H = -3%; I = -14%

> Cc1cc([N+](=O)[O-])ccc1NC(=S)NC(=O)C(c1ccccc1)c1ccccc1
  A = u; B = 4%; C = 0%; D = -13%; E = 1%; F = 11%; G = u; H = -19%; I = u

> S=C1NNC2(NN1)C1CC3CC(C1)CC2C3
  A = 3%; B = 20%; C = -8%; D = 5%; E = -6%; F = 22%; G = 8.9µM*; H = -12%; I = -31%

> C/C(=N\O)C(C)(C)Nc1ccc(Cl)cc1
  A = u; B = u; C = 0%; D = -4%; E = 0%; F = 37%[activator]; G = u; H = -14%; I = -6%

> Cn1c2ccccc2c2c(C(=O)N3CCN(c4ccccn4)CC3)cn(C3CCCC3)c(=O)c21
  A = 110%[activator]; B = 0%; C = -1%; D = -7%; E = -7%; F = 10%; G = u; H = -18%; I = u

> Cc1ccc(C2=NNC(=Nc3ccc(F)cc3)SC2)cc1
  A = u; B = u; C = 4%; D = -5%; E = 0%; F = 63%[activator]; G = u; H = -9%; I = u

> Cc1cc(=O)c2ccccc2n1CC(=O)NCc1ccccc1
  A = -10%; B = 24%; C = 4%; D = 3%; E = -5%; F = 20%; G = -3%[59 µM]; H = -4%; I = 7%

> COc1ccc(-c2cc3ccccc3n2CC(O)CN2CCN(CCO)CC2)cc1 (configuration not stated)
  A = -6%; B = 7%; C = 2%; D = -9%; E = 9%; F = -3%; G = -7%; H = -9%; I = -23%

> CCOCCc1nn2c(=O)cc(COC(=O)c3ccccc3Br)nc2s1
  A = -19%; B = 9%; C = x; D = -8%; E = 0%; F = 47%[activator]; G = 11%[59 µM]; H = -7%; I = -22%

> COc1cccc(-c2nc(CS(=O)(=O)CC(=O)NCc3ccc(Cl)cc3)c(C)o2)c1
  A = 8%; B = 0%; C = -13%; D = 3%; E = 3%; F = -13%; G = -18%; H = -4%; I = 8%

> Cc1cccc(OCCCC(=O)NNC(=O)c2ccccn2)c1
  A = x; B = x; C = 29%; D = x; E = -11%; F = 23%; G = u; H = -12%; I = 9%

> C#CCOCCOCCOCCNc1nc(N2CCOCC2)nc(N2CCN(C(=O)CCCCCCCCCCNC(=O)[C@@H](CCSC)n3cc(CCO)nn3)CC2)n1
  A = x; B = x; C = -1%; D = x; E = -4%; F = u; G = 12%[2.33 µM]; H = -11%; I = -5%

> Clc1ccc(-c2cc(COc3ccccc3)no2)cc1Cl
  A = -15%; B = 13%; C = -2%; D = -8%; E = -10%; F = 13%; G = 156%[activator]; H = -19%; I = 182%[activator][57.1 µM]

> COc1ccc(C2CC(=O)N3CN(C4CCCCC4)CSC3=C2C#N)cc1 (configuration not stated)
  A = u; B = -2%; C = x; D = -2%; E = -12%; F = u; G = 1.8µM*; H = -24%; I = x

> Cc1ccc(S(=O)(=O)N2CCN(C(=O)CSCc3ccc(C(C)C)cc3)CC2)cc1
  A = x; B = x; C = 7%; D = x; E = -9%; F = -13%; G = u; H = -12%; I = -13%

> S=C(NC1CCCCC1)N(CCc1ccccc1)CCc1ccccc1
  A = -14%; B = 4%[57.1 µM]; C = 4%; D = -6%; E = 14%; F = 7%; G = 38%; H = -9%; I = 23%

> O=C(CN1C(=O)CCC1=O)Nc1cccc(NC(=O)CN2C(=O)CCC2=O)c1
  A = -4%; B = 9%; C = 18%; D = -2%; E = 2%; F = 39%[activator]; G = 7%; H = -10%; I = x

> COc1ccc(OCC(=O)Sc2ccc(C)cc2)cc1
  A = -15%; B = 33%; C = -3%; D = -5%; E = -5%; F = 26%; G = 47%[59 µM]; H = -11%; I = 146%[activator]

> CCc1nnc(NC(=O)CSc2nncc(=O)n2N)s1
  A = -6%; B = 44%; C = -13%; D = 0%; E = -39%; F = u; G = x; H = u; I = 0%

> Cc1ccc(S(=O)(=O)N(C)CC(=O)NNC(=O)Cc2cccc(F)c2)cc1
  A = x; B = x; C = 36%; D = x; E = -16%; F = 21%; G = 5%[59 µM]; H = -17%; I = -1%

> COc1cc2c(cc1NC(=O)c1cc(-c3ccccn3)nc3ccccc13)oc1ccccc12
  A = -5%; B = 10%; C = -2%; D = -1%; E = 2%; F = 0%; G = -13%[59 µM]; H = -19%; I = 7%

> OCc1cc(-c2ccc(Cl)c(Cl)c2)on1
  A = u; B = -11%; C = u; D = 2%; E = 7%; F = 109%[activator]; G = 19%; H = 7%; I = -15%

> Cc1ccccc1OCCNc1ccc(C(F)(F)F)cc1[N+](=O)[O-]
  A = u; B = 27%; C = -1%; D = -6%; E = -13%; F = 0%; G = u; H = -20%; I = u

> CC(C)=CCN1CCN(Cc2nc(-c3ccccc3)cs2)CC1CCO (configuration not stated)
  A = -10%; B = 15%; C = 12%; D = 6%; E = 0%; F = 40%[activator]; G = 9%; H = -18%; I = 10%

> CC(C)C[C@H](NC(=O)[C@H](CCCCN)NC(=O)[C@H](CCCNC(=N)N)NC(=O)[C@H](C)NC(=O)[C@H](CO)NC(=O)[C@H](CCCCN)NC(=O)[C@H](CCCNC(=N)N)NC(=O)[C@H](C)NC(=O)CNC(=O)[C@@H](NC(=O)[C@H](Cc1ccccc1)NC(=O)CNC(=O)CNC(=O)[C@@H](N)Cc1ccccc1)[C@H](C)O)C(=O)N[C@@H](C)C(=O)N[C@@H](CC(N)=O)C(=O)N[C@@H](CCC(N)=O)C(=O)O
  A = 1%; B = x; C = -3%; D = x; E = 3%[19.4 µM]; F = x; G = 24%[59 µM]; H = x; I = x

> COc1ccc(C(=O)CSc2n[nH]c(=O)n2Cc2ccco2)cc1
  A = 2%; B = 13%; C = 4%; D = 1%; E = -3%; F = 23%; G = x; H = -15%; I = u

> CCOC(=O)c1c(NC(=O)OC)sc(C(=O)N(CC)CC)c1C
  A = -9%; B = -15%; C = 3%; D = -4%; E = 6%; F = -8%; G = u; H = -15%; I = -4%

> O=C(CSc1nnc(Nc2ccccc2F)s1)NC1CC1
  A = x; B = x; C = 17%; D = x; E = -2%; F = 25%; G = -4%[12.7 µM]; H = 0%; I = 0%

> Cn1nnnc1SCC(=O)Nc1cc(S(=O)(=O)N2CCCCC2)ccc1Cl
  A = x; B = x; C = 5%; D = x; E = 2%; F = -16%; G = x; H = -12%; I = x

> COc1ccc(CCNC(=O)CCc2ccc(OC)cc2)cc1
  A = 0%; B = 28%; C = 17%; D = -4%; E = 4%; F = -14%; G = 29%; H = -2%; I = -1%

> CC1CCCCN1CCNC(=O)CCc1nnc2n(Cc3ccccc3)c(=O)c3ccccc3n12 (configuration not stated)
  A = -17%; B = 3%; C = 5%; D = -12%; E = -20%; F = 17%; G = x; H = -10%; I = 11%

> O=C(c1cc([N+](=O)[O-])ccc1Cl)N1CCc2ccccc21
  A = u; B = 7%; C = 36%; D = -2%; E = -11%; F = 56%[activator]; G = -12%; H = -11%; I = -38%

> CC(=O)Nc1ccc(NC(=O)COc2cccc3c2OC(C)(C)C3)cc1
  A = -1%; B = u; C = -5%; D = -1%; E = -3%; F = 18%; G = 11%; H = -3%; I = -3%

> CSc1cccc(CN2CCC(Oc3cccc(C(=O)N4CCCC4)c3)CC2)c1
  A = -21%; B = 16%; C = -9%; D = 0%; E = -17%; F = 5%; G = x; H = -10%; I = -13%

> O=S(=O)(CCN1CCOCC1)c1ccc(Oc2ccc(S(=O)(=O)CCN3CCOCC3)cc2)cc1
  A = -1%; B = 26%; C = -6%; D = -6%; E = 3%; F = 137%[activator]; G = x; H = -8%; I = -6%

Complete entries, looked up by structure:
Cn1c2ccccc2c2c(C(=O)N3CCN(c4ccccn4)CC3)cn(C3CCCC3)c(=O)c21 reads Anesthetic bind: 110%[activator]; POLB inh: 0%; APE1 inh: -1%; BLM helicase inh: -7%; Pol kappa inh: -7%; Pol iota inh: 10%; G9a block: u; POLH inh: -18%; BAZ2B block: u
Cc1ccccc1OCCNc1ccc(C(F)(F)F)cc1[N+](=O)[O-] reads Anesthetic bind: u; POLB inh: 27%; APE1 inh: -1%; BLM helicase inh: -6%; Pol kappa inh: -13%; Pol iota inh: 0%; G9a block: u; POLH inh: -20%; BAZ2B block: u

Bioassay records as filed in PubChem.

These rows are one share of the data; rates above refer to the full screens.
